# KLK7 zymogen act = activates the human kallikrein-7 zymogen. P49862. purified proKLK7, EDANS-DABCYL substrate fluorescence; 100% is mature enzyme control, 0% vehicle. activation, % at 7 µM. 370,000 tested, 0.9% active. AID 652039;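 active = activation above the mean of all tested compounds plus 3 SD, computed per campaign excluding outliers beyond control limits, cut at about 13% in these data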
# Target sequence (P49862 whole entry, looked up): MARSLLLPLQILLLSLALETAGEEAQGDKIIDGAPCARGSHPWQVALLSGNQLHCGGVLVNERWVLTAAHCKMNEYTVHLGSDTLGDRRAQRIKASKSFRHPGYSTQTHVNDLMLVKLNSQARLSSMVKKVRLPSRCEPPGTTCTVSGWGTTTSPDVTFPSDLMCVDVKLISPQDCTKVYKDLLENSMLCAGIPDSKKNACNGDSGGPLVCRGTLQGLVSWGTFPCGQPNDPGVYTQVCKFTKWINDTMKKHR
# UHRF1 MBD2 ctr = human UHRF1 methylated DNA binding inhibitors. Q96T88. UHRF1 binding to methylated oligo, TR-FRET. inhibition, % at 4.4 µM. 370,000 tested, 0.75% active; in the data active = inhibition above about 21%;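 also: UHRF1 SRA domain binding a hemimethylated CpG hairpin DNA probe; 0% = median of test compound wells and 100% = reference inhibitor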
# PLCb3 inh = inhibitors of human phospholipase C beta3; Q01970; Purified PLC-beta3, fluorogenic substrate, fluorescence; inhibition, % at 12.2 µM; 370,000 tested, 0.18% active; in the data active = inhibition above about 11%;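 also: 0% = median of compound wells on plate and 100% = full blocker control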
# Rev-erbA mod = Rev-erb alpha (human) modulation. Rev-erbα–FITC-DNA binding, fluorescence polarization, 90 min. AID 1259318. activity, % at 10 µM. P20393. 370,000 tested, 0.79% active;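 active = activity above about 14%, limit read from the data; passing the limit was not always enough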;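 also: 0% = DMSO wells with 35 nM protein and 100% = DMSO wells with 750 nM protein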
# HGIII-sPLA2 inh = Blocks human group III sPLA2 activity; 370,000 tested, 0.56% active; inhibition, % at 12.2 µM; AID 743126; QFRET BODIPY PC-A2 liposome hydrolysis, fluorescence; Q9NZ20;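 active = inhibition above mean plus 3 SD of compounds lying within the high and low control bounds, cut at about 19% in these data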;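 also: 0% = median of test compound wells and 100% = no enzyme DMSO wells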
# PLC-gamma1 inh = inhibitors of human phospholipase C gamma1; AID 720700; inhibition, % at 12.2 µM; 370,000 tested, 0.84% active; purified PLC-gamma1, fluorogenic substrate, fluorescence; in the data active = inhibition above about 9.5%
# ARFGAP1 inh = rat ARFGAP1 inhibition | Q62848 | Arfgap1-stimulated ARF1 GTP hydrolysis, GDP FP detection | inhibition, % at 16.5 µM | 360,000 tested, 0.26% active;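 active = inhibition above a per-plate limit, mean inhibition of low control wells plus 3 SD, cut at about 25% in these data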;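 also: 0% = DMSO wells with enzyme and 100% = wells lacking Arfgap1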
# Target sequence (Q62848 1-136 limits assumed): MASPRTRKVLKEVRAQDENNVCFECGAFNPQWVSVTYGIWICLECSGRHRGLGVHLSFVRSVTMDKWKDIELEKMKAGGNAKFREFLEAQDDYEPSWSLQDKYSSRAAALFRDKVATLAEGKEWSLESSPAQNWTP
#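 Material – truncated rat Arfgap1 GAP domain · Buffer or medium – HEPES-based buffer, pH 7.5 · Reagent – human ARF1(Δ1-17)-GTP substrate · Dosing – 16.5 µM single point, 1.26% DMSO · Schedule – GTP hydrolysis reaction 2 h at 25 °C · Technique – GDP detection by fluorescence polarization · Benchmarks – No-Arfgap1 wells (100%) versus DMSO full-reaction wells (0%) · Repeats – single replicate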
# ASAP1 GAP inh = ASAP1 ArfGAP inhibition; Q9ULH1; ASAP1-stimulated ARF1 GTP hydrolysis, GDP FP detection; inhibition, % at 16.5 µM; 360,000 tested, 0.19% active; AID 624377; in the data active = inhibition above about 25%;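 also: 0% = vehicle with enzyme and substrate and 100% = no enzyme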
# Target sequence (Q9ULH1 325-724 limits assumed): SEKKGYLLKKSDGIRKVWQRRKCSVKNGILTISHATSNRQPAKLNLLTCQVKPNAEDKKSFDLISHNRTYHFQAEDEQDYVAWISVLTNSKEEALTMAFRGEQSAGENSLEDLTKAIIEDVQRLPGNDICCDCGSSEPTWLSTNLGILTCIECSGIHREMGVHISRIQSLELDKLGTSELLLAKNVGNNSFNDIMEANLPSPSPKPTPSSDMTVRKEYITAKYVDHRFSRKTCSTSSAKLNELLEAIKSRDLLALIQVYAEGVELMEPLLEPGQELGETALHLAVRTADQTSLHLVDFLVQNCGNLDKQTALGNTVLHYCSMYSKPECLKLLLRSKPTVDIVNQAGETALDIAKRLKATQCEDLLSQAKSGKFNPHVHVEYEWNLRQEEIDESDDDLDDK
# DDE Tn6 FP inh = DD(E)-Tn6 binding inhibition, primary FP screen | 370,000 tested, 0.21% active | Fibrin DD(E) TRITC-Tn6 fluorescence polarization displacement | AID 720509 | inhibition, % at 8.3 µM | P02675;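 active = inhibition above a per-campaign cutoff: mean of compounds within control limits plus 3 SD, cut at about 15% in these data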;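 also: 0% = median of all compound wells on the plate and 100% = blocking peptide control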
# Tn7 DDE FP = disrupts Tn7 cyclic peptide binding to fibrin D-Dimer-E complex; P02675; FP displacement of FITC-Tn7 peptide from fibrin DD(E); 0% = median of compound wells per plate; inhibition, % at 8.3 µM; 370,000 tested, 0.13% active; AID 720508;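 active = inhibition above the mean of compounds falling within the control limits plus 3 SD of them, cut at about 14% in these data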;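 also: 0% = plate median of compound wells and 100% = 10 µM Aha-Tn7 peptide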
#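 System: human fibrin DD(E); quantity: Fibrin-DD(E) at 2 µM final; also added: fluorescent Tn7 probe at 0.1 µM; compound dosing: single nominal test concentration of 8.3 µM per compound; schedule: 10 min preincubation, 3 h with tracer, room temperature; detection: fluorescence polarization of the labelled Tn7 tracer; repeats: one replicate per compound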
# * = called active by the depositor; i = inactive; / = no result given. Not a hit list, and some 4.5% of all compounds hit somewhere here.
Molecule,KLK7 zymogen act,UHRF1 MBD2 ctr,PLCb3 inh,Rev-erbA mod,HGIII-sPLA2 inh,PLC-gamma1 inh,ARFGAP1 inh,ASAP1 GAP inh,DDE Tn6 FP inh,Tn7 DDE FP
Clc1ccc(Cc2ccccn2)cc1,-1.0,3,-9,2,16,0,9,1,-4,4
C=C(C)CSc1nc2sc(C)c(C)c2c(=O)n1C,0.4,-1,2,2,2,3,/,/,10,3
CC(C)c1ccc(NC(=O)c2ccccc2NC(=O)C2CCCCC2C(=O)O)cc1 (configuration not stated),0.2,-1,-14,2,6,-5,0,2,4,3
CCN(CC)S(=O)(=O)c1cc(C(=O)O)c(Cl)cc1Cl,-0.1,2,4,5,6,5,-1,3,-4,-5
CC(C)Nc1nc(Nc2ccc(F)cc2)c2sccc2n1,-0.3,3,-22,2,0,-14,8,1,2,2
CSc1ccccc1NC(=O)COc1ccccc1C,0.2,2,-5,1,2,-1,11,7,2,4
Oc1ccccc1C1CC(c2cccs2)=NC(c2ccc(Cl)cc2)N1 (configuration not stated),1.1,-2,-39,-2,-13,-28,6,-10,5,1
CC1(C)CC(=O)c2cnc(NC(=O)CSc3nc4ccccc4o3)nc2C1,-0.5,0,5,16,7,4,-6,-9,7,0
Cc1nn(C)c(C)c1CN(C)C(=O)c1cc2n(n1)C(C(F)(F)F)CC(c1cccs1)N2 (configuration not stated),-0.3,-2,-10,2,-19,-8,-8,0,3,-4
COc1ccc(C(=O)c2sc(Nc3ccccc3)c(C(=O)Nc3ccc(OC)c(OC)c3)c2N)cc1,0.1,-3,-6,-4,-6,3,-2,13,-1,-2
CC(C1CC2CCC1C2)N1CC(O)=C(c2nc3ccccc3[nH]2)C1=N (configuration not stated),-0.3,0,-33,-2,28*,-21,9,7,7,0
CN(C)c1cccc(NC(=O)C2(C)CC2(Cl)Cl)c1 (configuration not stated),0.0,-2,16*,0,3,5,-7,-14,3,9
CCc1ccc(NC(=O)Cn2c(SC)nc3ccccc32)cc1,0.4,-1,5,-1,-14,0,15,4,-4,-6
O=S(=O)(c1ccccc1)N1CCN(C(c2ccccc2)c2ccc(OC(F)(F)F)cc2)CC1 (configuration not stated),-0.3,2,-4,6,10,3,11,10,3,-1
COc1ccccc1CNC(=O)c1cc(S(=O)(=O)N2CCN(c3ccccc3)CC2)ccc1Cl,0.3,2,-9,1,-1,-2,11,9,5,-4
CSc1nnc2c(n1)OC(c1ccccn1)N(C(C)=O)c1ccccc1-2 (configuration not stated),0.9,-2,-51,2,8,-38,-3,-4,-3,5
CC(Oc1ccc(Cl)cc1Cl)C(=O)N/N=C1\CCCc2ccccc21 (configuration not stated),0.0,4,-2,-2,2,6,2,-1,0,-4
COc1ccc(CC(=O)c2ccccc2C(=O)O)cc1,0.3,-2,-12,4,1,-10,-1,20,-1,2
Cc1ccc(S(=O)(=O)N2[C@@H](c3ccc(C(C)C)cc3)C(C(=O)O)=C[C@H]2C(C)(C)C)cc1,-0.7,0,-4,-7,-23,-1,3,-7,1,4
Cc1cc(Cl)c(OCCCNC2CCCC2)c(Br)c1,0.4,4,-3,2,-2,4,11,0,-3,-2
COC(=O)[C@]12C[C@H](CC(=O)NCCC(C)C)C(=O)N(Cc3ccccc3)C1=C[C@H](COCc1ccccc1)O[C@@H]2C,-0.5,-1,-2,3,-8,-3,/,/,8,-2
NC(=Nc1ccccc1)N(c1ccccc1)c1ccccc1,-0.4,0,3,-4,9,3,10,-3,-3,3
CCn1c(SCC(=O)Nc2nc(-c3ccccc3)cs2)nnc1-c1ccccc1O,-0.4,0,2,0,-30,3,15,3,2,1
Cc1nc2cc(N3CCN(C)CC3)c(NC(=O)Cc3ccccc3)cc2c(=O)n1Cc1ccccc1,0.9,10,-7,5,-24,-7,10,-3,-8,-6
CCOC(=O)c1cnc(SCC(=O)Nc2ccc(NC(C)=O)c(OC)c2)nc1N,-0.1,5,-1,0,0,-1,6,-5,-3,2
COc1ccc(NC(=O)c2c(NC(=O)CCC(=O)O)sc(-c3ccccc3)c2C)cc1,0.4,0,-3,2,-23,-4,3,0,-1,8
COc1ccc(CNc2nc3c(c(=O)[nH]c(=O)n3C)n2Cc2ccccc2)cc1,0.4,0,-4,5,-2,1,-8,-9,-2,2
Nc1nc(NCc2ccccc2Cl)n(-c2ccccc2)n1,0.8,1,-3,-1,1,3,-4,-1,0,-1
O=C(NC1CCC(O)CC1)c1ccc(Br)o1 (configuration not stated),-0.5,-1,0,-5,3,1,-8,3,-3,-7
Cc1nc(N2CCN(C(=O)COc3ccccc3C)CC2)c2c3c(sc2n1)CCCC3,/,0,0,-4,6,-2,/,/,-1,0
COc1ccc(C(=O)NNC(=O)c2cccc3ccccc23)cc1,0.1,0,-1,-9,3,6,-6,-12,5,2
CN(Cc1nc2ccccc2c(=O)[nH]1)C(=O)c1ccccc1OCc1ccc(Cl)cc1,-0.4,0,-2,4,0,0,0,-5,-5,0
CCCCN=C(N)NC(=O)c1ccccc1,-0.2,0,-2,4,4,0,/,/,-2,3
CC1(c2nnc(Cc3ccccc3)o2)CC(c2ccccc2Br)=NO1 (configuration not stated),0.0,0,2,3,-7,4,1,-3,-4,-2
Cn1nc(C(C)(C)C)cc1N1C(=O)CCC1(C)C(=O)Nc1ccc2c(c1)OCCO2 (configuration not stated),0.3,-1,6,3,9,1,5,2,6,1
COCCNC(=S)Nc1ccc2nc(N3CCOCC3)cc(C)c2c1,3.0,-3,-128,-1,6,-86,1,7,-6,-5
O=C1NC(=S)N/C1=C\C=C\c1ccccc1,2.0,-5,-16,4,-8,-7,-2,-4,-1,-5
COc1cc2ccccc2cc1C(=O)Nc1ccccc1Cl,-0.2,-3,-104,-4,-37,-76,4,-3,-6,2
CC(C)(C)c1cc2nc(NCc3cccc(Cl)c3)ccn2n1,-0.5,2,-50,-1,-11,-35,10,-4,3,11
Cc1noc(C)c1COC(=O)c1cc2c(C)nn(-c3ccc(F)cc3)c2s1,-0.1,1,6,3,6,4,-14,4,13,-1
Cc1ccc2nc(SCC(=O)NC3CCCC3)nc(=O)n2c1,0.2,1,-3,1,0,-1,16,14,-6,-4
O=C(COc1ccc(Cl)cc1Br)NNC(=O)C(=O)N1CCCCC1,-0.1,1,0,1,6,6,13,-1,7,-3
COc1ccc(C(=O)NC(=S)N(C)Cc2ccccc2)cc1Br,-0.6,0,2,2,1,6,3,2,5,-11
CCN(CC)CCCC(C)Nc1nccc2cccc(Cl)c12 (configuration not stated),0.7,-1,2,7,-2,2,-8,10,4,2
CC(C)C(NC(=S)NCc1ccccc1)C(=O)O (configuration not stated),0.0,1,1,-2,-2,3,-7,-13,-1,4
Cc1[nH]c2ccc(F)cc2c1CCNC(=O)C1CCCCC1C(=O)OCC(F)(F)F (configuration not stated),-0.6,0,-1,4,-18,1,5,19,-9,-2
CC1C2CC(CC1(C)C)N(C(=O)Nc1ccc3nccnc3c1)C2 (configuration not stated),18*,-4,i,-3,-3,-499,9,8,-2,3
N#Cc1ccc(N2Cc3ccccc3/C2=N/C(=O)Nc2ccc(Cl)cc2)cc1,-0.5,-3,-17,-4,-3,-1,-3,1,4,-2
CCCc1cc(C(=O)Nc2ccc(C(=O)c3ccccc3)cc2)n(C)n1,0.5,-5,-3,1,-16,2,15,3,-2,1
CC(NCc1ccco1)C(=O)N1CCOCC1 (configuration not stated),0.6,-3,-1,5,-1,0,/,/,0,-2
COc1cccc(C(=O)Nc2cc3c(cc2Br)OCCCO3)c1,-0.4,-6,3,0,4,6,-5,-16,-4,10
COc1ccccc1N/N=C1\COC(C)(C)CC1=O,0.1,2,-5,-4,-3,4,2,2,2,-5
COc1ccc(C2=NOC(C(=O)NCc3ccco3)C2)cc1OC (configuration not stated),1.0,1,2,6,1,3,8,-1,-8,-6
COC(=O)C(C(=O)Nc1ccccc1C)C1CCCC1 (configuration not stated),-0.9,7,5,4,12,7,19,-2,-3,-5
Cc1ccc(C(=O)COC(=O)CNC(=O)c2ccc(N3C(=O)c4ccccc4C3=O)cc2)cc1C,-0.6,0,2,-7,9,0,8,-4,-1,-4
CS(=O)(=O)c1ccc2nc(NC(=O)CN3CCC(Cc4ccccc4)CC3)sc2c1,0.0,3,0,-3,-13,-2,-4,-7,-8,-6
Cc1cc(C)c2c(n1)SCC(=O)N2CC(=O)Nc1c(C)cccc1C,0.8,-3,3,-5,0,3,10,3,1,6
O=C(COc1cccc2ccccc12)NNC(=O)CSCCO,0.1,-6,2,0,-3,2,-5,1,-4,4
CCc1cc(-c2[nH]ncc2-c2ccc(OC)cc2)c(O)cc1O,0.3,2,-3,-3,-28,0,4,10,0,2
Brc1ccc(-c2ccc(CNCc3ccccn3)o2)cc1,0.4,0,-8,0,4,2,-11,-8,-1,4

# The list continues:
Molecule,KLK7 zymogen act,UHRF1 MBD2 ctr,PLCb3 inh,Rev-erbA mod,HGIII-sPLA2 inh,PLC-gamma1 inh,ARFGAP1 inh,ASAP1 GAP inh,DDE Tn6 FP inh,Tn7 DDE FP
COc1ccc(OCc2cc(C(=O)NCc3nc(C)cs3)no2)c(Cl)c1,0.1,2,-5,3,-9,-20,23,-7,-6,-3
O=C(CSc1nc2ccccc2n1CCc1ccccc1)NC1CC1,0.1,4,-1,1,0,1,6,1,-3,2
Cc1cc(C)c(OCCCON2C(=O)CCC2=O)c(Br)c1,-0.1,0,-11,0,-3,-2,-1,0,9,1
CCOC(=O)Nc1ccc2c(c1)N(C(=O)OC)c1ccccc1CC2,-0.4,-3,0,-1,-8,0,2,-8,-4,5
COc1ccc(NC(=O)Nc2c[nH]c(=O)[nH]c2=O)cc1,1.1,-4,-3,7,2,3,1,-5,4,4
CCC(C)(C(=O)NC1CCCC1)N(Cc1cccs1)C(=O)c1ccc2c(c1)OCO2 (configuration not stated),-0.6,4,0,0,5,-4,0,5,1,0
Cc1ccc(C(C)(C)NC(=O)C2CCC(=O)N(CC3CCCCC3)C2)cc1 (configuration not stated),-0.2,3,-6,-1,7,0,-1,-18,1,0

# 3 entries already listed, arranged by heavy-atom count, highest first.
Molecule,KLK7 zymogen act,UHRF1 MBD2 ctr,PLCb3 inh,Rev-erbA mod,HGIII-sPLA2 inh,PLC-gamma1 inh,ARFGAP1 inh,ASAP1 GAP inh,DDE Tn6 FP inh,Tn7 DDE FP
CCC(C)(C(=O)NC1CCCC1)N(Cc1cccs1)C(=O)c1ccc2c(c1)OCO2 (configuration not stated),-0.6,4,0,0,5,-4,0,5,1,0
Cc1ccc(C(C)(C)NC(=O)C2CCC(=O)N(CC3CCCCC3)C2)cc1 (configuration not stated),-0.2,3,-6,-1,7,0,-1,-18,1,0
CCOC(=O)Nc1ccc2c(c1)N(C(=O)OC)c1ccccc1CC2,-0.4,-3,0,-1,-8,0,2,-8,-4,5
